M17LAP inhibition: P. falciparum M17LAP inhibitors, primary screen, biochemical, fluorogenic H-Leu-NHMec substrate, 1536-well (AID 1619). inhibition, % at 30 µM, or IC50 in µM where a hit was titrated. 220,000 tested, 0.38% active. recombinant M17LAP, H-Leu-NHMec fluorogenic kinetic assay; higher % means a stronger effect;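 active = compound inhibiting the enzyme by more than half at any dose during confirmatory dose-response retesting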;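 also: plate controls were full reaction with DMSO carrier for no effect and no enzyme background for full effect; strong numbers were not always called active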
HEK293 NOD2/NF-kB: NOD2 signaling inhibitors, cell-based, luminescence, uHTS, HEK293 (AID 1566); 290,000 tested, 0.63% active; HEK293 NOD2/NF-kB luciferase reporter, luminescence; higher % means a stronger effect; inhibition, % at 4 µM, or EC50 in µM where a hit was titrated; also: many of its hits are not listed in these tables
Dynein cargo inh: dynein cargo transport inhibition | 3617.4 mouse cells, GR-EGFP nuclear translocation imaging; test concentration mostly 20 µM; stimulated with dexamethasone, 1 µM; active compounds read low | 220,000 tested, 0.47% active | AID 1381 | z-score, hits read low;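 active = plate z-score of nuclear minus cytoplasmic receptor signal below a set negative limit, without overly bright fluorescence or cell loss, cut at about -3.5 in these data, passing the limit was not always enough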;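 also: z-score of nuclear minus cytoplasmic ring GR-EGFP intensity difference per well; some compounds called inactive have numbers as strong as hits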
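Buffer or medium: tet-free, stripped-serum medium; Also added: dexamethasone, 1.0 µM final; Technique: high-content fluorescence imaging after fixation; Times: 48 h induction, 1 h compound, 30 min dex at 37 °C; Read-out: per-cell GR-EGFP intensity, nucleus versus surrounding cytoplasmic ring, well-averaged.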
GPR55 beta-arrestin: selective activators of receptor GPR55 – imaging, U2OS cells, beta-arrestin-GFP redistribution, primary screen (AID 1961). 290,000 tested, 0.048% active. one-dose activation, % at 10 µM; EC50 in µM for titrated hits. U2OS GPR55 beta-arrestin-GFP redistribution imaging; higher % means a stronger effect;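 active = activation above 40% with more than 50 cells counted in the well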;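 also: U2OS osteosarcoma cells stably expressing GPR55 and beta-arrestin-GFP; plate controls were DMSO negative control for no effect and LPI positive control for full effect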
AID2073: inhibitors of Mint1-CaV2.2 protein interaction, biochemical, HTRF (AID 2073); HTRF protein-protein interaction, Mint1-CaV2.2; higher % means a stronger effect; inhibition, % at 20 µM; hits with a dose series show IC50 in µM; 290,000 tested, 0.19% active; in the data active = inhibition mostly above about 51%, no sharp cut-off; also: some results filed as inactive read as strong as hits
KOR beta-arrestin-1: KOR agonists, beta-arrestin recruitment, primary screen, cell-based, luminescence, uHTS (AID 1777). KOR beta-arrestin recruitment, luminescence; higher % means a stronger effect. activation, % at 10 µM; hits with a dose series show EC50 in µM. 280,000 tested, 0.02% active; in the data active = activation above about 50%, passing the limit was not always enough; also: a part of the inactive calls stands beside numbers as strong as those of hits
NOD1 NF-kB reporter: inhibition of NOD1-driven NF-kB reporter – cell-based, luminescence, uHTS, primary screen (AID 1578) | NOD1-driven NF-kB luciferase reporter cells, luminescence; higher % means a stronger effect | inhibition, % at 4 µM, or EC50 in µM where a hit was titrated | 290,000 tested, 1% active; in the data active = inhibition mostly above about 36%, no sharp cut-off; inactive = mostly below about 34%;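 also: HEK-293T reporter cells stimulated with the NOD1 agonist gamma-tri-DAP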
KOR beta-arrestin-2: kappa opioid receptor blockers – cell-based, luminescence, uHTS (AID 1778). KOR beta-arrestin recruitment, luminescence, antagonist mode; higher % means a stronger effect. inhibition, % at 10 µM, or IC50 in µM where a hit was titrated. 290,000 tested, 0.091% active; also: strong numbers were not always called active
P. falciparum M1AAP: malaria alanyl aminopeptidase activity blockers – biochemical, fluorogenic H-Leu-NHMec substrate, 1536-well (AID 1445) | 220,000 tested, 0.42% active | one-dose inhibition, % at 30 µM; IC50 in µM for titrated hits | recombinant M1AAP, H-Leu-NHMec fluorogenic kinetic assay; higher % means a stronger effect;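 active = primary inhibition above the hit cutoff, then over 50% inhibition at one or more dose response concentrations, cut at about 23% in these data, passing the limit was not always enough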;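 also: plate controls were DMSO full reaction for no effect and no enzyme background for full effect; strong numbers were not always called active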
Dynein cargo inh cytoplasmic EGFP: further read-out of Dynein cargo inh, marked with its call; z-score; measured here: cytoplasmic GR-EGFP intensity; active compounds read high
Dynein cargo inh nuclear GR-EGFP: recorded beside Dynein cargo inh, whose call it bears; z-score; measured here: nuclear GR-EGFP intensity;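 lower value marks the stronger effect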
Dynein cargo inh cell count: also measured in Dynein cargo inh; calls as there; z-score; measured here: cell count per field
Numbers without * were called inactive; / = not tested or not shown; [ ] = dose if it differs, or a comment. Rule as the data show it, unless noted: active = inhibition above about 50%; inactive = the rest.

The opening 4 records, to show the layout:
M17LAP inhibition	HEK293 NOD2/NF-kB	Dynein cargo inh	Dynein cargo inh cytoplasmic EGFP	Dynein cargo inh nuclear GR-EGFP	Dynein cargo inh cell count	GPR55 beta-arrestin	AID2073	KOR beta-arrestin-1	NOD1 NF-kB reporter	KOR beta-arrestin-2	P. falciparum M1AAP	molecule
2%	7%	-0.5	0.15	-0.17	1	-0.1%	-7%	-1.4%	-4%	-2%	10%	COCCn1c(SCC(=O)c2[nH]c(C)c(C(C)=O)c2C)nc2ccccc21
7%	18%	-0.24	-0.18	-0.076	-0.37	-0.1%	-1%	-2.0%	-13%	-17%	-4%	CCCCS(=O)(=O)c1sc2nc(C)cc(C)c2c1N
-8%	-2%	-1	-0.23	-0.18	1.1	-0.3%	-12%	0.2%	2%	19%	4%	CC(C)c1ccc(Nc2nnns2)cc1
-12%	-1%	-0.23	-0.0023	-0.31	0.15	0.0%	-10%	-1.0%	-28%	-25%	4%	COC(=O)CSc1nnc(CNC(=O)c2ccccc2F)n1-c1ccc(F)cc1

The whole of this part (from the top)
M17LAP inhibition	HEK293 NOD2/NF-kB	Dynein cargo inh	Dynein cargo inh cytoplasmic EGFP	Dynein cargo inh nuclear GR-EGFP	Dynein cargo inh cell count	GPR55 beta-arrestin	AID2073	KOR beta-arrestin-1	NOD1 NF-kB reporter	KOR beta-arrestin-2	P. falciparum M1AAP	molecule
2%	7%	-0.5	0.15	-0.17	1	-0.1%	-7%	-1.4%	-4%	-2%	10%	COCCn1c(SCC(=O)c2[nH]c(C)c(C(C)=O)c2C)nc2ccccc21
7%	18%	-0.24	-0.18	-0.076	-0.37	-0.1%	-1%	-2.0%	-13%	-17%	-4%	CCCCS(=O)(=O)c1sc2nc(C)cc(C)c2c1N
-8%	-2%	-1	-0.23	-0.18	1.1	-0.3%	-12%	0.2%	2%	19%	4%	CC(C)c1ccc(Nc2nnns2)cc1
-12%	-1%	-0.23	-0.0023	-0.31	0.15	0.0%	-10%	-1.0%	-28%	-25%	4%	COC(=O)CSc1nnc(CNC(=O)c2ccccc2F)n1-c1ccc(F)cc1
1%	13%	-0.63	0.85	0.0038	0.61	-0.1%	-5%	0.9%	-28%	-24%	13%	CCSc1nc2nn(-c3ccccc3)c(=O)c-2c2n1CCCCC2
5%	18%	-0.77	-0.14	-0.16	-0.24	-0.2%	-1%	1.2%	9%	-51%	-1%	Cc1cccc2c1N(CCCOc1ccc(C(C)(C)C)cc1)C(=O)C2=O
-15%	-46%	0.18	-0.25	0.21	0.29	-0.3%	1%	-1.8%	-11%	11%	4%	Nc1nc(CSC(=S)N2CCOCC2)nc(Nc2ccccc2)n1
7%	3%	0.16	-0.4	-0.023	0.94	-0.1%	-2%	-3.9%	-7%	-11%	3%	CC(=O)c1cccc(N(CC(=O)N2CCCCC2)S(C)(=O)=O)c1
4%	-2%	1.3	-0.16	0.75	0.16	0.7%	-11%	-2.4%	-10%	5%	7%	O=C1Nc2cc(Cl)cnc2N2CCCC12 (stereo not drawn)
17%	-7%	1.2	-0.19	0.77	-0.67	-0.1%	5%	7.8%	5%	-21%	-1%	COC(=O)c1ccc(C(c2c(N)n(Cc3ccccc3)c(=O)n(C)c2=O)N2CCOCC2)cc1 (stereo not drawn)
2%	-20%	-1.6	-0.11	-0.57	-0.87	-0.2%	4%	-3.2%	-27%	3%	4%	CS/C(=C/[N+](=O)[O-])Nc1cccc2c1C(C)CC2(C)C (stereo not drawn)
2%	4%	-0.7	-0.35	-0.65	0.64	-0.3%	23%	-4.3%	-31%	2%	3%	C/C(=N\N=C(c1ccccc1)c1ccccc1)c1ccco1
0%	-6%	-0.38	-0.26	0.11	-0.27	0.2%	-6%	-3.2%	-22%	-53%	5%	CS(=O)(=O)NCCCc1ccccc1
3%	1%	-0.13	-0.11	0.21	0.72	0.2%	-1%	-0.9%	-30%	-8%	2%	CC(C)CCn1c(N2CCC(C(N)=O)CC2)nc2c1c(=O)[nH]c(=O)n2C
-2%	-7%	3	-0.29	1.9	-0.48	0.9%	10%	4.4%	-36%	14%	2%	Cc1cccc(NC(=O)CSc2nnc(C)c(=O)n2N)c1C
1%	15%	-0.94	-0.22	-0.16	1.6	0.0%	7.6µM*	1.8%	-13%	9%	2%	C=CCOC(=O)/C=C/C(=O)NC(N)=O
/	25%	/	/	/	/	-0.1%	8%	9.2%	2%	-18%	/	COc1ccc(S(=O)(=O)N2CCCCCC2)cc1C(=O)Nc1cccc(C)n1
/	5%	/	/	/	/	-0.3%	-4%	-1.8%	-28%	-11%[20 µM]	/	Cc1ccc(COC(=O)NCc2cccnc2)cc1
-4%	-12%	-1.1	0.79	-0.24	0.49	0.3%	-3%	1.6%	-9%	1%	7%	COc1ccc(C(=O)NCCC2=CCCCC2)cc1OC
7%	-14%	0.57	-0.36	0.9	-0.93	0.7%	23%	-3.0%	18%	1%	7%	O=C(NCC(c1cccs1)N1CCOCC1)c1ccc(Cl)s1 (stereo not drawn)
/	2%	-0.77	-0.18	-0.031	0.52	-0.1%	35%	/	-14%	-11%[20 µM]	/	COc1ccc(CC(=O)OC(C)CN2CCCCC2)cc1 (stereo not drawn)
6%	3%	-0.28	-0.35	0.42	0.58	-0.3%	6%	-2.3%	-22%	3%	9%	CCC(C(=O)NC1CCCCC1)N(Cc1cccs1)C(=O)c1snc(C(N)=O)c1N (stereo not drawn)
/	-34%	/	/	/	/	0.0%	-1%	3.6%	-29%	13%	/	Cc1ccc(C)c(S(=O)(=O)N2CCCOC2CNC(=O)C(=O)NCc2ccc3c(c2)OCO3)c1 (stereo not drawn)
/	-7%	/	/	/	/	0.2%	13%	-2.5%	-11%	30%	/	O=C(O)c1ccccc1C(=O)Nc1cc(-c2ccccc2)[nH]n1
5%	0%	-1.1	-0.22	-0.17	1.2	-0.1%	-6%	-1.4%	-7%	10%	0%	CCOC(=O)N1CCC(NC(=O)C2=CCN(S(=O)(=O)c3ccc(OC)cc3)CC2)CC1
-2%	14%	-1.2	-0.13	-0.2	1.1	-0.1%	0%	24%	13%	19%	8%	Cc1cc(=O)n(CCC(=O)O)c2ccccc12
10%	-6%	0.6	-0.13	0.41	0.78	-0.1%	5%	/	-17%	-6%	4%	CC1(C)NC(=O)N(CCOc2ccc3c(c2)CCC3)C1=O
/	5%	/	/	/	/	-0.1%	8%	-3.6%	-3%	16%	/	N#Cc1ccccc1NC(=O)CN1CCN(Cc2ccccc2)CC1
-3%	18%	-0.43	-0.14	0.11	-0.16	-0.3%	4%	-5.1%	-24%	-28%	-10%	Cc1ccsc1C1NC(=O)c2c(sc3c2CCCC3)N1 (stereo not drawn)
/	14%	/	/	/	/	0.2%	-4%	-3.3%	-25%	6%	/	O=c1oc2ccc(NS(=O)(=O)c3cccc4cccnc34)cc2s1
5%	15%	0.27	-0.36	-0.26	-0.7	-0.1%	6%	-4.8%	-29%	8%	3%	Cn1c(C(=O)O)c(C=O)c2ccccc21
4%	20%	-0.34	-0.15	-0.092	0.79	1.0%	15%	-3.5%	-20%	11%	-6%	CCOC(=O)c1c(C)[nH]c(C(=O)N/N=C\c2ccccc2O)c1C
/	-20%	/	/	/	/	-0.1%	-9%	3.3%	-71%	-11%	/	Cc1ccc(C)c(OCc2cc(C(=O)N3CC[C@H](O)C3)no2)c1
8%	8%	-0.23	-0.3	-0.13	0.47	0.9%	1%	/	-22%	/	5%	COc1ccc(NC(=O)Cn2c(NCC(C)O)nc3ccccc32)cc1Cl (stereo not drawn)
8%	-95%	0.95	-0.2	0.82	0.53	-0.3%	11%	6.3%	8%	-8%	-3%	O=C(N/N=C/c1cccc([N+](=O)[O-])c1)c1ccc2c(c1)OCCO2
/	7%	/	/	/	/	0.3%	-2%	-2.2%	-33%	-31%	/	CCOc1ccccc1N1CC(C(=O)N(C)Cc2cccnc2)CC1=O (stereo not drawn)
-5%	6%	-0.29	0.08	-0.28	0.51	0.0%	4%	4.0%	-3%	-34%	2%	CCOC(=O)c1sc(=S)n(-c2ccccc2Cl)c1SC
-7%	8%	-0.43	-0.2	-0.9	0.23	0.0%	-1%	4.7%	-13%	-19%	1%	Cc1c(CCO)c(=O)n(-c2ccccc2)n1S(=O)(=O)c1c(Cl)cc(Cl)cc1Cl
/	3%	/	/	/	/	-0.1%	-3%	0.6%	-9%	0%	/	O=C(CN1C(=O)NC2(CCc3ccccc32)C1=O)c1ccccc1 (stereo not drawn)
-6%	4%	0.91	-0.28	1.1	-0.64	0.3%	-26%	-5.2%	-4%	23%	-3%	O=[N+]([O-])c1cccc(/C=N/n2c(C3CCCCC3)n[nH]c2=S)c1
-15%	-1%	-0.44	-0.14	-0.12	0.48	0.0%	10%	-3.2%	-4%	6%	4%	CCN(CC)CCNc1c2c(c(C#N)c3nc4ccccc4n13)CCCC2
/	7%	/	/	/	/	0.2%	-4%	-1.1%	0%	-38%[20 µM]	/	NC(=O)CC(NC(=O)c1ccccc1)c1ccc(N2CCCCCC2)c([N+](=O)[O-])c1 (stereo not drawn)
-2%	-13%	-0.41	-0.17	-0.24	-0.058	0.0%	5%	7.9%	19%	-36%	5%	COc1ccc(-c2csc(NC(=O)CCn3cnc4ccccc4c3=O)n2)cc1OC
-3%	-12%	0.43	-0.33	0.068	0.21	-0.2%	-1%	4.5%	-7%	6%	4%	COC(=O)c1cccc(NC(=O)CSc2nnc(COc3cccc(C)c3)n2C)c1
3%	24%	1.6	-0.22	0.3	-0.48	-0.1%	0%	-3.1%	12%	-5%	9%	O=C(Cc1ncc(C(F)(F)F)cc1Cl)Nc1cccc(Br)c1
-2%	-55%	0.23	-0.093	0.2	-1.6	1.7%	-8%	-0.2%	-74%	-49%	-1%	CN1CCN(C(=S)c2ccc(-c3cccc(Cl)c3Cl)o2)CC1
13%	-8%	-0.23	-0.24	-0.37	0.31	-0.2%	-9%	0.7%	-18%	4%	8%	CC(=O)Nc1ccc(/C=N/Nc2nc3ccccc3[nH]2)cc1
2%	18%	0.47	-0.24	0.73	0.39	-0.1%	-2%	-2.7%	0%	13%	14%	CCOC(=O)C1=C(C)NC2=C(C(=O)CC(C)(C)C2)C1c1ccc(N(C)C)cc1 (stereo not drawn)
2%	1%	2.6	-0.14	1.4	-1.8	-0.1%	0%	3.3%	/	-28%	4%	O=C(c1ccc2c(c1)N(Cc1ccccc1)C(=O)CS2)N1CCOCC1

Screening results deposited in PubChem BioAssay by several laboratories.

Some of the compounds tested; rates above refer to the full screens.
